# ROMK primary = modulates human ROMK potassium channel activity. P48048. Tet-inducible ROMK, thallium flux fluorescence; actives lie on both sides. B-score at 10 µM. actives 2% (n = 130,000). AID 1918;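 active = signal ratio slope over the read window, or its plate-corrected B-score, at least 3 SD from the plate mean, either direction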;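 note: B-score of the F/F0 ratio slope over 7 to 12 s after thallium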
# Target sequence (P48048 whole entry, looked up): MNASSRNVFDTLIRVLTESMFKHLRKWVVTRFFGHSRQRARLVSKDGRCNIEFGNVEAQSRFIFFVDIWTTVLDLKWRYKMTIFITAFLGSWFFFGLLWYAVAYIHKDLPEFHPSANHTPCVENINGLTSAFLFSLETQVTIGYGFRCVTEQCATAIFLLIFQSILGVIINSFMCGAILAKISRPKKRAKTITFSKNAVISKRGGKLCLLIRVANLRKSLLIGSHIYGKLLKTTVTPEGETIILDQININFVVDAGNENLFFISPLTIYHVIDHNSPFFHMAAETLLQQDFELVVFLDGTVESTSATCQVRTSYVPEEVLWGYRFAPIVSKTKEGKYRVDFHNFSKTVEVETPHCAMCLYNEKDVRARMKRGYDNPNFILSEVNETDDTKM
# PPARg SRC1 recr = promotes SRC-1 coactivator recruitment by human PPARgamma; actives 0.41% (n = 200,000); PPARgamma-SRC-1 coactivator recruitment biochemical assay; AID 631; activation, % at 8 µM; P37231; in the data active = activation above about 19%;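 note: 0% = DMSO and 100% = reference agonist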
# Target sequence (P37231 whole entry, looked up): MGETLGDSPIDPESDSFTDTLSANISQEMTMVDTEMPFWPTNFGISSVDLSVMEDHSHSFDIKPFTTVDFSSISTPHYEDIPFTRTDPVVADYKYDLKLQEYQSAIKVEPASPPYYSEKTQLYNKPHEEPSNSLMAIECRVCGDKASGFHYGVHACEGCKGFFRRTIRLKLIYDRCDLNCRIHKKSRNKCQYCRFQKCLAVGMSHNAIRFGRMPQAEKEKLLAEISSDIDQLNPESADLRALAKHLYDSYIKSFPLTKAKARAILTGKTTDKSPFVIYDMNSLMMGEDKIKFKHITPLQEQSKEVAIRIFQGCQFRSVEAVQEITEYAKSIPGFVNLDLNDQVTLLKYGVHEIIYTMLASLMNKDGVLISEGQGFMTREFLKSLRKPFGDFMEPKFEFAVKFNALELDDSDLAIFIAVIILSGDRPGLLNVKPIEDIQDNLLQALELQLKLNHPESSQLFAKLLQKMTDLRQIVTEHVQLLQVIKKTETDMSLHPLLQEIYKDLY
# SRC2 TRFRET art = counter-screen for PPARgamma SRC-2 recruitment agonists: TR-FRET artefact; TR-FRET ratio at 8 µM; active compounds read high; actives 0.4% (n = 200,000); in the data active = TR-FRET ratio above about 2000; note: inactives centre near 1500; reference of the scale not given here
# bIAP inh = blocks bovine intestinal alkaline phosphatase activity; purified bovine IAP, CDP-star luminescence, 30 min; inhibition, % at 20 µM; 190,000 tested, under 10 active; AID 1019;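 active = over 50% inhibition of intestinal alkaline phosphatase at 20 µM in the single-dose screen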
#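 System: purified bovine intestinal alkaline phosphatase (IAP) enzyme; Input: IAP diluted 1/65,000,000 in the well; Measured by: CDP-star luminescence signal; Compound dosing: 20 µM single dose; Incubation: 30 min reaction at room temperature.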
# HMGR II inh = blocks class II HMG-CoA reductase of Enterococcus faecalis; purified E. faecalis HMGR, NADPH absorbance 340 nm kinetic; inhibition, % at 10 µM; actives 0.41% (n = 190,000);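 active = inhibition above a set limit, the median over all tested compounds plus 3 SD, cut at about 9.5% in these data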;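 note: enzyme runs in reverse so mevalonate oxidation gives rising NADPH absorbance; 0% = complete reaction with DMSO and 100% = background rate lacking mevalonate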
# PPARg SRC-2 ag = agonists of SRC-2 recruitment by human PPARgamma | actives 0.34% (n = 200,000) | AID 1032 | activation, % at 8 µM | P37231 | PPARgamma LBD-SRC-2 recruitment, biochemical; in the data active = activation above about 22%;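 note: 0% = vehicle and 100% = reference agonist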
# DTT redox prof = compounds producing H2O2 with reducing agent – biochemical, NIH compound library profiling, artefact control for MLSCN library redox annotation, primary screen; DTT-dependent redox cycling H2O2, phenol red/HRP absorbance; 100% = 100 µM peroxide control, 0% = buffer; activation, % at 10 µM; actives 0.03% (n = 200,000); AID 878;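 active = activation of at least 50% relative to the plate's high and low controls in the primary single-dose screen; inactive = activation below 50%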;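 note: compound incubated with DTT at 0.8 mM final as the reducing agent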
# S1P3 antag = blocks the human S1P3 receptor; Q99500; CHO S1P3 NFAT-BLA reporter, FRET fluorescence, antagonist mode; inhibition, % at 4.98 µM; actives 0.27% (n = 170,000);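 active = inhibition above the plate cutoff, the mean inhibition of test wells on that plate plus 3 SD, cut at about 28% in these data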;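 note: cells challenged with S1P at its EC80 of 0.8 µM; blue over green emission ratio from cleaved BLA substrate after 4 h stimulation; 0% = S1P-stimulated wells and 100% = unstimulated DMSO-only wells; some compounds past the cut are filed as inactive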
# Lmaj promast = Leishmania major promastigote growth inhibition; actives 9% (n = 200,000); Leishmania major promastigotes, resazurin fluorescence viability; inhibition, % at 10 µM; AID 1063; in the data active = inhibition above about 50%;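 note: promastigotes grown with compound for 44 hours at 28 °C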
# RAM inhibit = inhibitors of the yeast RAM network. inhibition, % at 50 µM. AID 868. S. cerevisiae dse1pr::URA3 reporter, 5-FOA growth OD615, 2 d; analog-sensitive cbk1-as2 kinase mutant strain. actives 1.8% (n = 190,000);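 active = inhibition above a set limit, 3 SD over mean compound inhibition, cut at about 8.4% in these data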;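 note: 0% = DMSO-only wells with no growth and 100% = 10 µM 1-NA-PP1 full growth; inhibition rescues growth on 5-FOA so higher OD means more RAM inhibition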
# PPARg SRC3 recr = promotes SRC-3 coactivator recruitment by human PPARgamma; P37231; biochemical PPARgamma/SRC-3 coactivator recruitment assay; activation, % at 8 µM; actives 0.26% (n = 200,000); in the data active = activation above about 23%;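 note: 0% = DMSO and 100% = reference agonist; some compounds past the cut are filed as inactive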
# Starred values were filed as active, the others as inactive; · = no result given. Compounds as they come; about 13% have a hit in one of these screens.
item	canonical_smiles	ROMK primary	PPARg SRC1 recr	SRC2 TRFRET art	bIAP inh	HMGR II inh	PPARg SRC-2 ag
1	CCc1cccc2c(C#N)cn(CCOc3ccccc3OC)c12	·	-6.5	1523	1.5	-17.4	3.8
2	CCN1CCN(c2cc(-c3ccccc3)nc3cc(-c4cccc(F)c4)nn23)CC1	-0.836	-5.2	1367	8.4	9.6*	1.2
3	CCC(C)NC(=S)N1CCN(Cc2ccc3c(c2)OCO3)CC1 (stereo not drawn)	0.722	-6.0	1452	2.5	-3.5	-0.6
4	COc1ccc(-c2nc3c(c(=O)[nH]c(=O)n3Cc3ccccc3)n2Cc2ccccc2)cc1	-1.33	1.2	1403	-8.3	2.3	-1.5
5	CCN(CC)CC(=O)Nc1nc(-c2ccc(Cl)cc2)cs1	-0.646	-0.6	1412	-8.9	-2.9	0.1
6	CC(C)[C@H](NC(N)=O)C(=O)NCCc1ccc(Cl)cc1	-0.0194	1.9	1662	-8.4	-3.3	-1.6
7	COc1ccc(-c2cnc(SCC(=O)Nc3nc(C(C)(C)C)cs3)n2Cc2ccco2)cc1	-0.48	4.2	1532	9.9	-0.4	7.0
8	Cc1csc(NC(=O)c2cc(-c3ccccc3)nc3ccccc23)n1	·	1.3	1775	-11.7	0.8	-10.9
9	CSc1ccccc1NC(=O)c1cnc2n(c1=O)CCS2	·	1.5	1604	5.8	-7.7	10.1
10	CCCCN1C(=O)C2NN=C(C(=O)OCC)C2C1=O (stereo not drawn)	·	5.4	1490	3.1	-5.2	5.0
11	O=C(NNC(=S)Nc1ccccc1)c1ccco1	·	0.7	1639	-13.6	-4.0	-6.4
12	O=C(CSc1nnc(-c2ccco2)o1)NC1CC2CCC1C2 (stereo not drawn)	0.742	2.2	1724	12.0	-8.8	12.5
13	COc1ccc(OC)c2[nH]c(=O)c(CCNC(=O)C(=O)c3c(C)[nH]c4ccccc34)cc12	-0.29	4.4	1628	0.1	6.1	5.7
14	C#CCOCCOCCOCCNc1nc(N2CCN(C(=O)[C@H](CCC(=O)O)n3cc(C(N)CC(C)C)nn3)CC2)nc(N2CCN(C(=O)[C@H](CCC(=O)O)n3cc(C(N)[C@H](C)CC)nn3)CC2)n1 (stereo partly drawn)	·	-5.0	1407	-12.7	-3.1	-6.4
15	COc1ccccc1CNC(=O)C(=O)Nc1nccs1	·	1.5	1686	-8.2	-4.5	1.4

item	DTT redox prof	S1P3 antag	Lmaj promast	RAM inhibit	PPARg SRC3 recr
1	2.0	24.0	-3.1	2.1	3.3
2	0.5	·	68.2*	-0.7	13.0
3	-0.2	-11.4	13.6	0.5	-3.8
4	-1.3	·	99.0*	4.3	-1.9
5	0.3	·	30.6	-1.4	1.0
6	-0.3	-6.7	-4.2	-0.9	-3.2
7	-0.1	·	25.1	6.0	1.3
8	0.1	6.4	22.0	2.3	0.9
9	-0.9	-71.1	-3.6	1.8	6.3
10	1.8	·	-7.3	-0.8	3.9
11	2.6	·	-7.8	1.8	2.5
12	0.5	-14.3	-6.7	0.9	0.7
13	-0.1	-6.5	-3.8	2.9	-0.3
14	0.5	-1.8	-9.5	0.4	2.5
15	0.2	8.3	3.4	1.8	1.4

# (list continues)
item	canonical_smiles	ROMK primary	PPARg SRC1 recr	SRC2 TRFRET art	bIAP inh	HMGR II inh	PPARg SRC-2 ag
16	O=C(Nc1ccc2c(c1)OCCO2)C1CCC1	-0.0102	-10.4	1534	10.0	0.5	2.5
17	Cc1ccccc1OCC(=O)N/N=C1\SCC(=O)N1Cc1ccccc1	·	-2.4	1528	14.9	-4.5	-2.1
18	Cc1nc2ccccc2c(=O)n1NC(=O)c1ccco1	0.099	-1.5	2082*	-0.2	-6.3	12.0
19	CC1CCN(C(=O)CN2C(=O)c3cccc4cccc(c34)C2=O)CC1	-0.0427	6.5	1658	13.9	5.0	6.9
20	O=C(Nc1nnc(-c2ccc(Cl)cc2)o1)NC1CCCCC1	0.0697	5.7	1388	4.3	-4.9	4.9
21	CC(c1ccco1)N(C(=O)c1ccccc1NS(=O)(=O)c1ccc(Cl)c([N+](=O)[O-])c1)c1ccccn1 (stereo not drawn)	·	-9.7	1531	46.0	-8.2	-4.2
22	CC(C)c1onc(C(=O)N2C(C)CCCC2C)c1[N+](=O)[O-] (stereo not drawn)	0.0639	6.7	1623	-8.1	0.6	5.8
23	COc1ccc(CN2CCN(S(=O)(=O)c3ccc(C)cc3)CC2)cc1Br	0.206	0.7	1373	-11.7	-3.2	-6.7
24	Cn1cc([N+](=O)[O-])c(C(=O)Nc2ccc(Br)cn2)n1	·	-3.5	1486	1.2	-6.3	-1.5
25	COCC(C)NC(=O)COc1nncc2ccccc12 (stereo not drawn)	-0.263	-6.2	1422	0.9	-4.8	0.1
26	CC(C)(C)n1nnnc1C(c1cccs1)N1CCN(Cc2ccccc2)CC1 (stereo not drawn)	·	-2.8	1652	3.9	1.6	-3.1
27	CC1CCc2c(sc(Nc3nc4c(F)cccc4s3)c2C(N)=O)C1 (stereo not drawn)	·	11.6	1668	0.8	-7.2	14.2
28	Cc1ccccc1OCCCSc1nc2ccccc2[nH]1	-0.548	-1.5	1611	-0.6	0.6	-2.2
29	Cc1nn(Cc2c(F)cccc2Cl)c(C)c1[N+](=O)[O-]	·	21.3*	1578	-8.6	-5.0	0.3
30	NS(=O)(=O)c1ccc(CCNC(=O)Nc2ccc(Cl)c(Cl)c2)cc1	0.00825	-4.3	1391	8.1	-6.5	-0.9

item	DTT redox prof	S1P3 antag	Lmaj promast	RAM inhibit	PPARg SRC3 recr
16	0.7	-9.8	3.6	0.7	-2.2
17	-0.5	-5.9	24.5	6.7	-0.9
18	1.1	·	-2.7	-0.9	7.2
19	-0.3	-0.5	3.2	4.1	3.5
20	0.3	·	-4.0	4.2	1.4
21	2.6	-1.4	80.5*	0.5	1.3
22	-0.3	7.2	-7.9	0.1	2.1
23	0.2	·	67.7*	0.7	-7.1
24	15.6	·	18.6	-0.1	4.4
25	0.1	-18.7	4.9	0.1	1.1
26	2.4	-20.2	22.5	0.1	9.3
27	-0.2	-16.4	5.2	1.0	0.2
28	-0.1	-10.4	6.6	0.6	4.7
29	-1.3	14.8	8.6	0.1	-0.3
30	1.1	·	75.7*	10.7*	-2.5

# Later entries:
item	canonical_smiles	ROMK primary	PPARg SRC1 recr	SRC2 TRFRET art	bIAP inh	HMGR II inh	PPARg SRC-2 ag
31	CCCCn1c(/C=N/Nc2nc3ccccc3[nH]2)nc2ccccc21	·	4.5	1659	14.7	3.3	4.7
32	COc1ccc(CN2CCN(c3ccccn3)CC2)cc1OCc1ccccc1	·	3.5	1751	-4.8	1.8	1.3
33	CCOC(=O)C1=C(C)OC(N)=C(C#N)C1c1cc(F)ccc1F (stereo not drawn)	0.401	-7.6	1523	11.7	1.4	2.2
34	Cc1cc(C(F)(F)F)nc(SCC(=O)NC2=NC(=O)C(C)S2)n1 (stereo not drawn)	·	3.8	1534	4.4	-14.4	11.3
35	COc1cc(CNCc2ccccn2)ccc1OCC(=O)NC(C)(C)C	·	2.6	1352	1.5	-0.9	5.8
36	O=C(/C=C/c1cccc([N+](=O)[O-])c1)NC1CC2CCC1C2 (stereo not drawn)	0.0983	5.8	1373	12.9	-1.6	2.4
37	CC[N+]1(CC)CC2=Cc3c(ccc4ccccc34)CC2C1 (stereo not drawn)	-0.904	-2.5	1344	8.2	-5.6	7.0
38	CCOC(=O)c1ccc(NC(=S)N2CCCC2c2ccc(OC)c(OC)c2)cc1 (stereo not drawn)	-0.0861	-3.8	1473	-25.2	0.4	-0.1
39	CC(C)(C)c1ccccc1OCCOCCSc1ncccn1	0.00616	-6.9	1312	37.6	-2.9	6.1
40	Nc1nonc1-c1noc(-c2ccc(Br)o2)n1	-0.234	7.0	1637	3.5	1.6	19.6
41	NC(=O)c1nn(-c2ccccc2)nc1NC(=O)CSc1nnnn1-c1ccc(Cl)cc1	0.654	-4.4	1449	2.8	-0.6	0.0
42	Cc1ccc(C(=O)Oc2ccc(C(=O)COC(=O)c3cnccn3)cc2)cc1	-0.177	-2.8	1551	6.6	-8.0	4.5
43	CCc1cccc(CC)c1NC(=O)CN1C2CCCC1CC(NC(=O)Nc1cccc(OC)c1)C2 (stereo not drawn)	-3.96*	15.3	1745	-38.8	-4.5	14.1
44	O=C(NCc1ccco1)c1cccc(C(F)(F)F)c1	0.207	1.3	1420	-3.9	-1.6	-2.7
45	O=C(c1ccc2c(c1)OCCO2)N1CCCCC1	·	4.0	1553	9.7	-0.1	3.9

item	DTT redox prof	S1P3 antag	Lmaj promast	RAM inhibit	PPARg SRC3 recr
31	0.7	3.0	100.3*	-0.2	-4.8
32	-0.5	-12.0	72.5*	0.3	0.3
33	1.3	·	29.7	0.3	-7.9
34	-0.6	-19.0	-6.9	0.6	9.3
35	-0.5	-11.3	-1.3	0.0	5.1
36	0.1	11.8	3.2	-0.3	-2.4
37	0.1	·	-0.6	0.2	1.7
38	-0.6	-2.7	0.1	7.8	5.2
39	0.1	·	96.8*	0.6	3.7
40	-3.3	-10.5	-2.5	0.6	9.7
41	-0.1	-7.6	7.5	0.0	-0.5
42	0.1	·	-5.5	0.8	0.9
43	0.1	14.3	16.4	0.5	7.5
44	-0.4	-10.6	-1.8	0.4	3.5
45	0.7	-11.3	0.3	2.9	14.3

# An excerpt from above in order of the DTT redox prof value, smallest number first.
nr	Compound	DTT redox prof
6	CC(C)[C@H](NC(N)=O)C(=O)NCCc1ccc(Cl)cc1	-0.3
18	Cc1nc2ccccc2c(=O)n1NC(=O)c1ccco1	1.1
24	Cn1cc([N+](=O)[O-])c(C(=O)Nc2ccc(Br)cn2)n1	15.6

# Additional records.
item	canonical_smiles	ROMK primary	PPARg SRC1 recr	SRC2 TRFRET art	bIAP inh	HMGR II inh	PPARg SRC-2 ag
46	COc1cc(C2Nc3cccc4cccc(c34)N2)cc(OC)c1O	·	8.7	1459	12.3	-4.1	8.7
47	COC(=O)CNC(=O)C(Cc1c[nH]c2ccccc12)NC(=O)OC(C)(C)C (stereo not drawn)	·	6.0	1497	-6.1	-8.2	15.3
48	O=C(CN1CCN(c2ccc(F)cc2)CC1)NCc1cccs1	0.191	-4.2	1593	5.2	-0.6	-7.5
49	O=C(NC(=S)Nc1ccc(S(=O)(=O)N2CCCC2)cc1)C1CCC1	·	9.0	1482	-0.2	1.3	3.4
50	Cc1nn(-c2ccccc2)c(Cl)c1C1C(C#N)=C(N)Oc2n[nH]c(C)c21 (stereo not drawn)	·	8.3	1528	-2.8	4.7	1.8

item	DTT redox prof	S1P3 antag	Lmaj promast	RAM inhibit	PPARg SRC3 recr
46	6.6	19.6	19.2	9.3*	-0.3
47	-1.5	14.0	0.9	3.0	5.0
48	-0.1	-8.5	-4.3	1.5	0.3
49	0.0	7.2	-5.8	0.5	1.5
50	-2.2	-22.1	39.2	2.5	-4.2
